TDP1 inh: TDP1 (human) enzyme inhibition. Potency, µM (doses to about 130 µM), without a hit: top-dose activity change, negative = inhibition, actives largely listed as inhibitors. Q9NUW8. recombinant TDP1, AlphaScreen DNA substrate cleavage. actives 0.28% (n = 350,000); further: nearly all actives have a fitted effect of over 40% in size
Target sequence (Q9NUW8 whole entry, looked up): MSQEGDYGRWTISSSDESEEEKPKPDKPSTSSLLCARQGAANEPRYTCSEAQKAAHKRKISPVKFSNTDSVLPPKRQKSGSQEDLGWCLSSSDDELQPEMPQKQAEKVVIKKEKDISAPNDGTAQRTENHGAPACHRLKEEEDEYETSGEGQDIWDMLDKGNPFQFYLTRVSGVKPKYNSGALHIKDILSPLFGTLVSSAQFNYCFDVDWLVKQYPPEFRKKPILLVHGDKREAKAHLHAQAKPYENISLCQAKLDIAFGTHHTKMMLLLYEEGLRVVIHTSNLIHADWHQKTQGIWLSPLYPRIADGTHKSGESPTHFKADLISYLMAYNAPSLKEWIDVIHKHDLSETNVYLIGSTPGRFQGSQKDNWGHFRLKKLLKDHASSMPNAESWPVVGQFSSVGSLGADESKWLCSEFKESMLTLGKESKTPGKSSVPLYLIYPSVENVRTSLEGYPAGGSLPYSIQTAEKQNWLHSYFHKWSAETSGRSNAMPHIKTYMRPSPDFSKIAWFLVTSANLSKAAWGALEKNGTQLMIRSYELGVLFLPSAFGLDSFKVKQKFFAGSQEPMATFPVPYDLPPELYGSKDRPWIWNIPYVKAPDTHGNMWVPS
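Recombinant E. coli-expressed Tdp1 (1 nM) preincubated with compound 15 min at RT, then 5'-biotin/3'-phosphotyrosine-FITC DNA substrate (15 nM) added for 5 min. AlphaScreen beads (10 ug/ml) added, 10 min RT; tyrosine-FITC cleavage read as signal loss.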
FEN1 inhibitor: blocks human flap endonuclease 1; P39748; Recombinant FEN1 flap cleavage, fluorescence, 15 min; Potency, µM (highest dose often 114 µM), for the others: at the highest dose activity change, negative = inhibition, usual class: inhibitors; actives 0.35% (n = 390,000); AID 588795; further: nearly all actives have a fitted effect of over 65% in size
Target sequence (P39748 whole entry, looked up): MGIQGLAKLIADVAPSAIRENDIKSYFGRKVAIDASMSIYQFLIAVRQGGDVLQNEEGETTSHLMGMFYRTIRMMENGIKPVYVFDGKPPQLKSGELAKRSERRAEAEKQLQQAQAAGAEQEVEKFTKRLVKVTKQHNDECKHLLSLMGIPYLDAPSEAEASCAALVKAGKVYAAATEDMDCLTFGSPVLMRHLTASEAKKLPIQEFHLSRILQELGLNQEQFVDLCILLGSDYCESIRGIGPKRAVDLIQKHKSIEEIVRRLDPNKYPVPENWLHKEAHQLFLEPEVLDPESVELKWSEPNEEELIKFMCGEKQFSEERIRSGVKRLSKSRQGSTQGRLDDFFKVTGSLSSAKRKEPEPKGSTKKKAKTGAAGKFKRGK
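Steps: FEN1 (10 nM) dispensed; compound added by pin tool; 15 min at room temperature; substrate added to 50 nM final; reads at 0 min and 15 min; data normalized and fitted (four-parameter Hill).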
N370S GC: inhibitors or activators of N370S glucocerebrosidase for Gaucher disease; P04062; N370S GC spleen homogenate, 4MU-glucoside fluorescence; Potency, µM (series often up to 59.4 µM), inactives show at the highest dose activity change, negative = inhibition, usual class: inhibitors; actives 0.092% (n = 330,000); AID 2101;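 further: 0% = full enzyme activity and -100% = no enzyme basal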
Numbers without * were called inactive; ? = inconclusive; nt = no result given; & = joins results of further samples; [ ] = dose if it differs, or a comment. The call rests on the fitted dose curve; in most records, active means well fitted curve in the direction sought with a large enough effect; inconclusive means small, poorly fitted or top-dose-only effect, or another doubt; inactive means no such curve, though single readings can be large; an effect the other way counts as inactive or inconclusive. Unless noted, on the % scale 0 is the no-effect control and ±100 the full control effect; potency means the concentration at half of the fitted maximal effect. Rows were taken by chance. Share with any hit: about 0.53%.

Results follow in this order: TDP1 inh | FEN1 inhibitor | N370S GC
c1ccc(-c2cnn3nnnc3n2)cc1
→ 2% | 5% | 4%
CCOC(=O)Cc1csc(NC(=O)CCNS(=O)(=O)c2ccc3c(c2)CCC(=O)N3)n1
→ -1% | -4% | -10%
COc1ccc(Nc2ncnc3c2cnn3-c2cccc(C)c2)cc1OC
→ nt | -1% | 8%
CCNc1nc(SC(C(C)=O)C(C)=O)nc(N(C)C)n1
→ 0% | -12% | 7%
CCCCn1c(N)c(N(CC(C)C)C(=O)c2ccc(OCc3c(C)noc3C)cc2)c(=O)[nH]c1=O
→ 5% | 6% | 0%
CCN1CCN(Cc2c(O)ccc3cc(-c4ccc(OC)cc4)c(=O)oc23)CC1
→ 3% | -3% | nt
CC#CCN1c2ccccc2[C@]23C[C@@H](C(=O)OC)N(C(=O)c4cc(C)oc4C)C2=NC(C(=O)OC)=C(C(=O)OC)[C@H]13
→ 8%[12.3 µM] | -16% | -18%[12.8 µM]
CCOC(=O)C1CCN(C(=O)c2ccc3c(c2)NC(=O)/C(=C\c2ccc(C)cc2)S3)CC1
→ 5% | -3% | 1%
COc1cc2c(cc1OC)C1Cc3ccc(OC)c(OC)c3CN1CC2 (stereo not given)
→ 3% | 5% | 1%&5%
COc1ccc(-c2nnc3sc(C(C)N4C(=O)c5ccccc5C4=O)nn23)cc1 (stereo not given)
→ -5% | -19% | -3%
CCOC(=O)C1=C(N)N2C(=O)C(C)SC2=C(C(=O)OCC)C1c1cc(OC)c(OC)c(OC)c1 (stereo not given)
→ -3% | 5% | ?
COc1ccc(CNC(=O)Cn2c(-c3ccccc3)cc(C(C)=O)c2C)cc1OC
→ 0% | -11% | nt
Cc1nc2ccccc2n1CC(=O)N/N=C\c1ccccn1
→ 2% | -1% | 2%
Cc1cccc(N2CCN(C(=O)Cn3cccc3)CC2)c1C
→ 8% | -10% | -9%
NS(=O)(=O)c1ccc(CNC(=O)CNC(=O)c2ccc(F)cc2)cc1
→ nt | 2% | -2%
COc1ccc(C2CC(c3ccccc3)=NN2c2ccc(N)cc2)cc1 (stereo not given)
→ 5% | ? | -3%
Cc1ccc(Cl)cc1NC(=O)CCn1cnc2ccccc2c1=O
→ 4% | 5% | nt
CC1=C(C(=O)N2CCOCC2)C(c2ccsc2)C2=C(CCCC2=O)N1 (stereo not given)
→ 0% | 4% | 4%
Cc1ccc(SCc2ccc(C(=O)NCc3cccnc3)cc2)cc1
→ 5% | -1% | 9%
COc1cccc(OCC(O)CN2CCC(C)CC2)c1 (stereo not given)
→ 4% | 1% | 6%

Whole records, looked up by structure:
CCOC(=O)C1=C(N)N2C(=O)C(C)SC2=C(C(=O)OCC)C1c1cc(OC)c(OC)c(OC)c1 (stereo not given) as listed: TDP1 inh = -3%; FEN1 inhibitor = 5%; N370S GC = ?
Cc1ccc(SCc2ccc(C(=O)NCc3cccnc3)cc2)cc1 as listed: TDP1 inh = 5%; FEN1 inhibitor = -1%; N370S GC = 9%
NS(=O)(=O)c1ccc(CNC(=O)CNC(=O)c2ccc(F)cc2)cc1 as listed: TDP1 inh = nt; FEN1 inhibitor = 2%; N370S GC = -2%

(continued)
Results follow in this order: TDP1 inh | FEN1 inhibitor | N370S GC
O=C(CSc1nc(=O)n2ccccc2n1)NC1CCCCC1
→ -4% | 0% | 6%
N#C/C(=C\c1ccccc1F)c1nc2ccccc2c(=O)[nH]1
→ 5%[12.3 µM] | 10% | nt
COc1cc(/C=C/c2ccc3cccc(OC)c3n2)c(OC(C)=O)c([N+](=O)[O-])c1
→ 4% | 5% | -4%
CCOC(=O)CCSc1nc(C)c2ccccc2n1
→ 0% | -4% | 6%
O=C(CCNS(=O)(=O)c1ccc2c(c1)CCC(=O)N2)NCc1cccnc1
→ 0% | -1% | 7%
CC1(C)C2CCC1(C)C(NC(=O)CCN1CCCCC1)C2 (stereo not given)
→ -6% | -3% | 12%
COc1cc(C(=O)Nn2c(CC(C)C)nc3ccccc3c2=O)cc(OC)c1OC
→ nt | 1% | -8%
CCCN1CNc2c(c(=O)[nH]c(=S)n2CCc2ccc(Cl)cc2Cl)C1
→ 2% | -12% | nt
O=C(Oc1ccc(OC(=O)C2CCC2)cc1)C1CCC1
→ ? | 3% | 1%
CCCn1c(=O)c(C(=O)N/N=C/c2ccccc2F)c(O)c2ccccc21
→ -1% | 2% | ?
CCCNC(=O)C(Cc1ccc(I)cc1)NC(=O)C1CC1 (stereo not given)
→ 1% | -3% | nt
Cc1ccc(C)c(N2CCN(C(=O)C3CCN(C(=O)c4cc5sccc5n4C)CC3)CC2)c1
→ 4% | -14% | nt
COc1cccc(C2OC(=O)c3ccccc3N2C(C)=O)c1OC(C)=O (stereo not given)
→ 1% | -3% | 5%
CCN(C1CCS(=O)(=O)C1)S(=O)(=O)c1cccc([N+](=O)[O-])c1 (stereo not given)
→ 0% | 10% | -2%
C/C(=N\NC(=O)c1ccccc1O)c1c(O)cc(C)oc1=O
→ 4% | 7% | 1%
CCC1CCCCN1CCCNC(=O)CNC(=O)c1nn(-c2ccc(OC)c(Cl)c2)c(=O)c2ccccc12 (stereo not given)
→ -9% | 0% | -7%
O=C(CCc1ccccc1)Nc1nccs1
→ nt | -1% | -5%
CCCCn1c(NCc2ccc(OC)cc2O)nc2ccccc21
→ 5%[2.28 µM] | -6% | nt
CC(C)c1nc(SCC(=O)Nc2ccc(N(C)C)cc2)c2ccccc2n1
→ -6% | 2% | 0%
COc1cccc(NS(=O)(=O)c2ccc(S(=O)(=O)N3CCOCC3)cc2)c1
→ 6% | 6% | -14%

Some of these compounds in order of the N370S GC value, descending.
Molecule	N370S GC
O=C(CCNS(=O)(=O)c1ccc2c(c1)CCC(=O)N2)NCc1cccnc1	7%
COc1cc(C(=O)Nn2c(CC(C)C)nc3ccccc3c2=O)cc(OC)c1OC	-8%
COc1cccc(NS(=O)(=O)c2ccc(S(=O)(=O)N3CCOCC3)cc2)c1	-14%

(list continues)
Results follow in this order: TDP1 inh | FEN1 inhibitor | N370S GC
O=C(Cc1c(F)cccc1Cl)NNC(=O)c1ccccc1Cl
→ 0% | 1% | nt
COc1ccc(S(=O)(=O)N2CCOCC2)cc1N=Nc1sc(N)nc1-c1ccccc1
→ 8% | -14% | ?
Cc1nn(C)c(C)c1/C=N/NC(=O)c1csc2ccccc12
→ 3% | -9% | 1%
CC(=O)N1CCCc2cc(S(=O)(=O)N3CCCC3)ccc21
→ 1% | 21% | -2%
Cc1ccc(S(=O)(=O)NCCNC(=O)c2ccccc2)cc1
→ -4% | 0% | 2%
Cc1ccc(Cl)c2sc(N3CCN(C(=O)C4CC4)CC3)nc12
→ -3% | -9% | nt
O=C(COC(=O)CCSc1ccccc1)NCc1ccccc1Cl
→ -8% | -2% | 8%
O=C(NC1CCS(=O)(=O)C1)c1ccccc1Cl (stereo not given)
→ 2% | 20% | nt
Cc1ccc(NC(=O)CCc2c(C)nn(-c3ccc(N4CCOCC4)nn3)c2C)c(C)c1
→ 2%&5% | 11%&2% | -5%
CSc1ccccc1NC(=O)CN(C)CC(=O)Nc1ccccc1N1CCOCC1
→ -5% | -2% | 22%
COc1ccc(N(CC(=O)NCc2ccccc2C)S(=O)(=O)c2ccc(C)cc2)cc1OC
→ -3%[0.0935 µM] | 14% | 0%
CCc1ccc(OCc2nnc(NC(=O)c3cccs3)s2)cc1
→ 0% | -2% | 8%
CC1Cc2cc(/C(O)=C3/C(=O)C(=O)N(CC4CCCO4)C3c3ccco3)ccc2O1 (stereo not given)
→ nt | -8% | -4%
CCCCSCCCNC(=O)c1cc(-c2cccnc2)nc2ccc(S(=O)(=O)N3CCC(C)CC3)cc12
→ 2% | 11% | nt
Cc1cccc(OCCSc2cc(C)nc(N)n2)c1
→ 3% | 0% | -18%
O=C1Nc2cc(C(=O)NCCCN3CCCC3)ccc2S/C1=C/c1ccccc1F
→ 7% | ? | -8%
COc1ccc(C(=O)Nc2ccc3c(c2)OCO3)cc1OC
→ 2% | 16% | 5%
O=C(COC(=O)[C@@H]1CC(O)CN1S(=O)(=O)c1ccccc1[N+](=O)[O-])c1ccccc1 (stereo not given in full)
→ 5% | 29% | -5%
COc1cc(/C=C/C(=O)OCC(=O)NC(=O)NC(C)C)ccc1OCC#N
→ 3% | -1% | 4%
Cc1ccccc1C(=O)n1nc(-c2cccnc2)nc1NCc1ccc(F)cc1
→ 4% | -21% | nt
COc1ccc(-c2noc(CCC(=O)NC3CCCCCC3)n2)cc1
→ 0% | -10% | -4%
O=C1C2C3C=CC(C3)C2C(=O)N1c1n[nH]c(-c2ccccc2)n1 (stereo not given)
→ 1% | -7% | -14%
C(=N\Nc1nc2ccccc2[nH]1)/c1ccc2ncccc2c1
→ 5% | -3% | -11%
CCN1C(=O)/C(=C2\C=Cc3ccccc3N2CC)SC1=S
→ 14% | 4% | 1%
COc1ccc(-c2nc3ccc(C)cn3c2NCc2ccc3c(c2)OCO3)cc1
→ -2% | -12% | 3%
CCOc1ccccc1-n1c(SCC(=O)NCc2ccco2)nnc1-c1ccncc1
→ nt | 2% | 4%
Cc1ccc(S(=O)(=O)N2CCCCC2)cc1NC(=O)COC(=O)c1ccc(=O)[nH]c1
→ 2% | 15% | nt
O=C1C=C[C@@H](O)[C@H]2[C@@H]3C(=O)N(c4cccc(Oc5ccccc5)c4)C(=O)[C@@H]3CC[C@H]12
→ 4%[21 µM] | nt | 9%[12.8 µM]
COc1ccc(/C=N/n2c(SC)nnc2-c2ccccc2)c(OC)c1OC
→ -1% | 0% | 9%
CCc1cccc(CC)c1N(COC)C(=O)Cn1c(CO)nc2ccccc21
→ 0% | -16% | ?
CC(=O)NCC(=O)NC1CCCc2c1cnn2-c1ccccc1F (stereo not given)
→ nt | 21% | -2%
Cc1ccc2[nH]c3c(c2c1)CN(C(=O)CN1CCN(C(=O)c2ccco2)CC1)CC3
→ 8% | nt | 2%
Cc1nc(SCC(=O)N(CC(C)C)C2CCS(=O)(=O)C2)c2ccccc2n1 (stereo not given)
→ 2% | 0% | nt
CC(=Nc1ccccc1)C1=C(O)CCCC1=O
→ 3% | -3% | 6%
CCN(CC)C(=O)C(=O)c1ccn(-c2c(C)csc2C(=O)OC)c1
→ 3% | -7% | -4%
O=C(CN1C(=O)C2CCCCN2c2ccc(C(=O)N3CCCC3)cc21)NCc1ccc(F)cc1 (stereo not given)
→ 3% | 21% | nt
Cc1ccc(OCC(=O)NCC(=O)n2nc(C)cc2C)cc1
→ 0% | 6% | -21%
O=C(Nc1c(Cl)cccc1Cl)C1CCC1
→ 5% | 2% | 0%
COc1cc(/C=N/NC(=O)c2cccc3ccccc23)cc(OC)c1OC
→ nt | 15% | 1%
CCSC1=N/C(=C\c2ccc(C(=O)O)cc2)C(=O)S1
→ -14% | -13% | 4%
CCC(C)Nc1nc(-c2c[nH]c3ccccc23)cs1 (stereo not given)
→ 2% | -3% | -23%
COc1cc(OC)c(S(=O)(=O)NCc2cccnc2)cc1NC(C)=O
→ 6% | -10% | 4%
CC(C)(C)OC(=O)NCCCC[C@H](NC(=O)[C@H](Cc1c[nH]c2ccccc12)NC(=O)OCc1ccccc1)C(=O)O
→ nt | -2% | -8%
O=C(Nc1nnc(C2=COCCO2)o1)c1ccc(S(=O)(=O)N2CCCC2)cc1
→ 9% | -2% | -14%
COc1ccc(Cc2nc3ccc(C(=O)NCC4COCCO4)cc3o2)cc1 (stereo not given)
→ 3% | 1% | -12%
O=C(CSc1nc2c(cnn2-c2ccc(F)cc2)c(=O)[nH]1)N1N=C(c2cccs2)CC1c1ccc(F)cc1 (stereo not given)
→ 1% | nt | -14%
COC(=O)C(NC(=O)c1ccccc1)=C1CCCCC1
→ 4% | 6% | -2%
CC(C)CNC(=O)CSc1nnc2ccccn12
→ 5% | 22% | 0%
Cc1ccc(S(=O)(=O)N(CC(=O)N/N=C/c2ccc(F)cc2)c2cccc3cccnc23)cc1
→ 6% | 7% | 4%
S=C(NC1CCCCC1)N1CCN(c2ccccn2)CC1
→ 0% | 3% | -25%
C/C(=N\NC(=O)c1cccnc1)c1c(O)cc(C)oc1=O
→ 6% | 9% | 13%
N#Cc1cccc(NC(=O)COC(=O)c2ccc[n+]([O-])c2)c1
→ 0% | 3% | nt
Cc1cc(C)cc(NC(=O)COC(=O)c2cc(C)oc2C)c1
→ 0% | 0% | 22%
O=C1c2ccccc2C(=O)N1CCOc1cccc(Br)c1
→ -17% | 2% | 1%
CCOc1cc(-c2nc(-c3ccccc3)c(-c3cc([N+](=O)[O-])ccc3C)[nH]2)ccc1O
→ 10% | 1% | -26%
CCOc1ccccc1CNS(=O)(=O)c1cc(-c2cc(C)no2)ccc1C
→ 2% | -25% | 7%
O=C(NNC(=O)c1ccc2nonc2c1)Nc1ccc(Cl)cc1
→ nt | 0% | 2%
CCc1c(C)sc2nc3c(C(=O)N4CCOCC4)cc(C(=O)c4ccccc4O)cn3c(=O)c12
→ 5% | 4% | -14%
COc1cccc(Nc2nnc(SCc3cc([N+](=O)[O-])cc4c3OCOC4)s2)c1
→ 7% | 1% | 17%
c1csc(-c2csc3nc(CN4CCOCC4)nc(NCc4ccc5c(c4)OCO5)c23)c1
→ 8% | ? | 3%
CCOC(=O)/C=C1\NC(C)(C)Cc2cc(OC)c(O)cc21
→ 10% | 2% | -13%

Screens: PubChem BioAssay, National Center for Advancing Translational Sciences (NCATS)
